High-throughput results: PubChem BioAssay, several laboratories
NPR1 activator – GC-A stimulated cGMP production enhancers – HEK293 GC-A cells, cGMP TR-FRET, EC30 ANP, primary screen; Atrial natriuretic peptide receptor 1 (Homo sapiens), P16066; 0% at EC30 ANP, 100% saturating ANP; activation, % at 10 µM; 370,000 compounds, 0.14% hits; AID 1671463, 2021; in the data active = activation above about 40%
hgDAF-12 ag – H. glycines DAF-12 receptor agonists, primary screen, cell-based, luminescence, HEK293, GAL4 fusion, UAS-luciferase; Nuclear hormone receptor DAF-12 (Heterodera glycines), GAL4 fusion; HEK293 GAL4-hgDAF12 UAS-luciferase reporter, agonist luminescence; normalized to butyrate control; activation, % at 6.8 µM; 370,000 compounds, 1.8% hits;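 active = activation above a cutoff set at the mean of all screened compounds plus 3 SD, cut at about 10% in these data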;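 note: 0% = DMSO wells and 100% = sodium butyrate wells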
SMARCA2 act – SMARCA2 (BRM) function activators, primary screen, cell-based, luminescence, high throughput. MG213 cells, MMTV-luciferase reporter, dexamethasone, overnight. activation, % at 9.1 µM. 370,000 compounds, 1% hits; in the data active = activation above about 7.8%;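 note: 0% = vehicle wells and 100% = reference activator wells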
ssDAF12 agonist – S. stercoralis DAF-12 nuclear receptor activators, primary screen, cell-based, luminescence, HEK293, GRIP1 co-expression, lit1-tk-luc; Nuclear hormone receptor DAF-12 (Strongyloides stercoralis); HEK293 ssDAF-12/GRIP1 lit1-tk-luc reporter; % of 3 µM dafachronic acid response; activation, % at 6.8 µM; 370,000 compounds, 1% hits; AID 652126, 2013;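 active = activation above the mean over all tested compounds plus 3 SD, cut at about 0.9% in these data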;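 note: 0% = DMSO-only wells and 100% = 3 µM delta7-dafachronic acid wells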
DAX1 inh-1 – DAX1 (NR0B1) inhibitors, primary screen, cell-based, HEK293, Gal4-DAX1, luciferase luminescence | Nuclear receptor subfamily 0 group B member 1 (Homo sapiens), P51843 | AID 504766, 2011 | 340,000 compounds, 0.99% hits | HEK293 Gal4-DAX1 luciferase reporter | inhibition, % at 6.75 µM;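 active = inhibition above the mean over all tested compounds plus 3 SD, cut at about 4.2% in these data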;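 note: 0% = DAX1-transfected cells with DMSO and 100% = empty-vector control cells with DMSO; inhibition shows as a rise in luminescence from relieved DAX1 repression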
Target sequence (P51843 207-470 limits assumed): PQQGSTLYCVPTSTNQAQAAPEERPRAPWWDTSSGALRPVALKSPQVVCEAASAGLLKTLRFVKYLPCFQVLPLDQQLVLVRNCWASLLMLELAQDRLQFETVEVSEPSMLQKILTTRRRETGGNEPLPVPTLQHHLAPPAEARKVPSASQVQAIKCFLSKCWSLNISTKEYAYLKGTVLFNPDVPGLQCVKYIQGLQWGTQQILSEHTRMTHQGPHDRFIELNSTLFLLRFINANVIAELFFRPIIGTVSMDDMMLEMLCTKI
PG9 binder – binders of HIV-1 gp120 antibody PG9, primary screen, biochemical, TR-FRET; inhibition, % at 6.7 µM; HIV-1 gp120 / PG9 antibody interaction; AID 624416, 2012; TR-FRET gp120-PG9 antibody binding; 360,000 compounds, 0.43% hits; in the data active = inhibition above about 8.5%
ADAM17 inh – ADAM17 inhibitors, primary screen, biochemical, QFRET. 370,000 compounds, 0.83% hits. Disintegrin and metalloproteinase domain-containing protein 17 (Homo sapiens), P78536. inhibition, % at 6.95 µM. AID 720648, 2013. recombinant ADAM17, EDANS/DABCYL FRET peptide cleavage;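 active = inhibition above the mean of compounds lying between control limits plus 3 SD, set per campaign, cut at about 8.5% in these data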;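 note: 0% = DMSO-only wells as the low control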
DAX1 inh-2 – DAX1 (NR0B1) inhibitors on StAR promoter, primary screen, cell-based, luminescence, SF-1 (NR5A1), full-length DAX-1. 370,000 compounds, 1.1% hits. inhibition, % at 6.8 µM. HEK293T StAR-luciferase reporter, SF-1/DAX-1 repression relief. AID 652010, 2013;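 active = inhibition above the mean over all tested compounds plus 3 SD, cut at about 3.6% in these data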;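 note: 0% = DAX-1 cells with DMSO and 100% = cells lacking DAX-1 with DMSO; higher inhibition means more luminescence from relief of DAX-1 repression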
hcDAF-12 act – H. contortus DAF-12 nuclear receptor activators, primary screen, cell-based, luminescence, HEK293, lit1-tk-luc reporter; 370,000 compounds, 1.4% hits; activation, % at 6.8 µM; AID 652067, 2013; HEK293 hcDAF-12 lit1-tk-luc reporter; 0% DMSO, 100% Δ7-dafachronic acid;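 active = activation above the mean of all tested compounds plus 3 SD, cut at about 5.5% in these data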;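 note: 100% = response to 3 µM Δ7-dafachronic acid high control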
ADAM10 inh – human ADAM10 inhibitors, primary screen, biochemical, QFRET, HTS. recombinant ADAM10, EDANS/DABCYL FRET peptide cleavage, 3 h. inhibition, % at 7 µM. 370,000 compounds, 0.62% hits;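 active = inhibition above a per-campaign cutoff equal to the mean of compounds falling between control-based bounds plus 3 SD, cut at about 20% in these data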;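 note: 0% = DMSO wells while the 100% control is not disclosed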
Target sequence (O14672 214-748 limits assumed): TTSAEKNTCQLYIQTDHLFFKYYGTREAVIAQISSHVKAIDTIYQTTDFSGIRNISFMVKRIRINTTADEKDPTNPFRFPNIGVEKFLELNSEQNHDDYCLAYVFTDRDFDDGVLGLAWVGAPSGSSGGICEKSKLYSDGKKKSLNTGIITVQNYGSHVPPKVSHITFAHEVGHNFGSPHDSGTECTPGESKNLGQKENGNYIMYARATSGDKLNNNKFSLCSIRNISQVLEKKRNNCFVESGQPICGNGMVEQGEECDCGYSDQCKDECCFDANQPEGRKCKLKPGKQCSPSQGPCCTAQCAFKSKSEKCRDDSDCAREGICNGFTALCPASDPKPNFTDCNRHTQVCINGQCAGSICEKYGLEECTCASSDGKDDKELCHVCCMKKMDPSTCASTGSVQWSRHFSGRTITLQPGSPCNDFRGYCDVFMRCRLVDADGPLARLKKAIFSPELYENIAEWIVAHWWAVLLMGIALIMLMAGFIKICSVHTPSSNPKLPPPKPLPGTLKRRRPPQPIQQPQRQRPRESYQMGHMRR
FXN GAA850 act – FXN promoter activators, primary screen, cell-based, luciferase luminescence, HEK293 lucGAA850. activation, % at 6 µM. 360,000 compounds, 0.56% hits. HEK293 lucGAA850 FXN promoter luciferase reporter, 24 h; percent of 10 µM SAHA response;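 active = activation above the average of all compounds screened plus 3 SD, cutoff fixed separately per campaign, cut at about 7.5% in these data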;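 note: 0% = DMSO wells and 100% = 10 µM SAHA wells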
Numbers without * were called inactive; i = inactive; . = not tested or not shown.

SMILES | NPR1 activator | hgDAF-12 ag | SMARCA2 act | ssDAF12 agonist | DAX1 inh-1 | PG9 binder | ADAM17 inh | DAX1 inh-2 | hcDAF-12 act | ADAM10 inh | FXN GAA850 act
COc1ccc2cc(C3CC(c4cccs4)=NN3S(C)(=O)=O)c(Cl)nc2c1 (configuration not stated) | -2.0 | 0.7 | -1.2 | -1.3 | -1.4 | -2.7 | -10.7 | -0.8 | -0.7 | -15.6 | 1.8
CNC(=S)N(Cc1cccs1)Cc1cc2ccc(OC)cc2[nH]c1=O | 8.3 | -1.1 | -2.6 | -1.5 | -1.7 | -2.7 | 1.0 | -0.5 | -1.9 | -2.0 | 0.3
N#CC1(NC(=O)COC(=O)c2nc(Cl)ccc2Cl)CCCCC1 | 1.0 | 3.2 | -1.4 | -1.1 | 1.2 | -0.8 | 0.9 | 2.0 | -0.4 | -1.6 | 0.4
CCCC(=O)Nc1nnc(COC)s1 | 2.0 | -0.5 | -2.4 | -0.3 | -0.3 | 0.2 | 5.5 | 0.9 | -0.9 | 9.8 | -0.1
COCCn1nnnc1CN(Cc1cccnc1)Cc1cc2cc(OC)ccc2[nH]c1=O | 2.9 | 1.6 | 1.0 | -1.5 | 0.3 | 0.3 | -97.3 | 0.1 | -0.1 | -300.9 | 1.5
COc1ccc(OC)c(C(=O)Cn2nnc(-c3ccc(N4CCOCC4)cc3)n2)c1 | -1.7 | -2.6 | -3.7 | -1.6 | -1.7 | 0.3 | -1.5 | 0.1 | -1.7 | 2.4 | 1.4
O=C(NCC1CCCO1)C(c1ccc(N2CCOCC2)cc1)N(C(=O)Cn1nnc2ccccc21)c1ccccc1F (configuration not stated) | -1.1 | 1.6 | 0.0 | -1.5 | -1.5 | -1.0 | 4.8 | 0.3 | 1.4 | -4.2 | 0.2
N=c1c2c(-c3ccccc3)c(-c3ccccc3)n(Cc3ccco3)c2ncn1CCCO | -29.0 | -0.3 | 5.2 | -1.0 | . | 0.2 | -3.9 | -0.6 | -1.1 | 1.3 | -6.7
Cc1cccc(NC(=O)C2CCN(S(=O)(=O)c3ccc4c(c3)NC(=O)CO4)CC2)c1 | -11.7 | 0.3 | -2.1 | -0.3 | -0.2 | 0.2 | 3.2 | -0.5 | -0.8 | 1.6 | -1.1
COc1ccccc1Cn1c(C)c(C(=O)NCc2ccc(C#N)cc2)sc1=O | -0.5 | -1.2 | -2.1 | -1.9 | . | -2.9 | 0.0 | -1.6 | -1.7 | -1.9 | -0.7
CCNC(=S)NNC(=O)c1cc(CC(C)C)nc2ccccc12 | 2.6 | 0.1 | -3.1 | -1.4 | -0.7 | -0.8 | -8.3 | 0.1 | -2.5 | -34.4 | 1.2
CCCCOc1ccc(C(=O)NCCC(=O)NCCCC(=O)OCC)cc1 | 2.6 | -1.1 | -6.4 | -1.6 | 2.3 | 1.5 | -9.1 | 0.2 | -2.1 | 2.8 | -0.1
CCN(CC)CCCn1c2c(c(SCC(=O)Nc3ccccc3Cl)nc1=O)CCC2 | -0.3 | 0.1 | -1.8 | -0.9 | -0.1 | 1.1 | -2.1 | 2.1 | 1.1 | -1.8 | 1.6
Cc1nn(CC(=O)Nc2ccccn2)c(=O)c2ccccc12 | 0.3 | 0.8 | 4.7 | -1.2 | 0.6 | 0.1 | -1.3 | -0.2 | -3.0 | 0.9 | 1.0
CCN(CC)S(=O)(=O)c1cccc(C(=O)N2CCCCC2)c1 | 1.9 | 0.8 | -0.5 | -0.8 | 1.5 | 0.6 | -1.0 | 0.2 | -0.8 | 5.1 | 0.3
CC(=O)c1c(C)[nH]c(C(=O)OCC(=O)NCc2ccccc2)c1C | -1.7 | -3.3 | -7.1 | -0.8 | -1.2 | -1.1 | -3.2 | -1.7 | -2.0 | -5.3 | -1.4
Nc1cc2c(cc1Br)-c1ccccc1C2=NO | -1.6 | 7.9 | 1.3 | 0.0 | 0.6 | 0.8 | -1.1 | 1.0 | 1.3 | 11.0 | 5.4
NCC12CC3CC(C1)CC(c1ccc(Cl)cc1)(C3)C2 | -59.3 | 5.2 | -3.9 | -1.5 | 0.6 | -0.4 | -3.3 | 1.2 | -1.6 | -2.9 | 0.5
CCc1ccc(NC(=O)Cn2nnc(C(=O)NCc3ccc(OC)cc3)c2N)cc1 | 1.2 | -0.9 | -0.4 | -1.9 | -1.0 | -0.5 | 0.7 | 0.0 | -0.1 | 5.5 | -1.9
C=CCn1c(O)c(N=NC(=S)Nc2ccccc2C)c2cc(S(=O)(=O)N3CCOCC3)ccc21 | 1.4 | -5.8 | -0.9 | -1.6 | -2.4 | -1.2 | 7.9 | -2.0 | -3.5 | 17.8 | 2.7
Cc1ccc(OCCn2cc(C(=S)N3CCCC3)c3ccccc32)cc1C | 0.1 | -8.1 | -3.5 | -1.8 | -2.1 | 0.9 | -0.6 | -2.1 | -0.4 | -0.7 | -7.0
CC(NC(=O)c1nn(C)c2c1CS(=O)(=O)c1ccccc1-2)c1ccccc1 (configuration not stated) | 2.3 | -1.1 | -1.6 | -1.3 | -0.6 | -2.2 | -2.9 | -0.8 | 0.4 | 4.1 | -0.2
Cc1ccc(C(=O)C2CCN(CC(=O)N3CCCC3)CC2)cc1 | 1.4 | 1.5 | -4.7 | -0.6 | . | . | -1.5 | -0.5 | -1.9 | 9.2 | .
O=c1cc(CO)oc(CN2CCC(Cc3ccccc3)CC2)c1O | 0.2 | 1.7 | 0.4 | -0.3 | 1.1 | -1.3 | -7.5 | 0.1 | -1.6 | -3.5 | -2.2
O=C(COC(=O)c1ccccc1NC(=O)c1ccco1)NC1CC1 | 0.8 | -2.6 | -2.3 | -1.9 | 1.3 | -0.2 | -4.4 | -0.8 | -0.4 | -3.4 | 1.9

Further compounds
SMILES | NPR1 activator | hgDAF-12 ag | SMARCA2 act | ssDAF12 agonist | DAX1 inh-1 | PG9 binder | ADAM17 inh | DAX1 inh-2 | hcDAF-12 act | ADAM10 inh | FXN GAA850 act
Cn1c(=O)[nH]c2nc[nH]c2c1=O | 1.0 | 0.4 | -3.8 | -1.4 | 3.0 | 1.0 | -0.7 | 1.2 | -0.9 | -3.4 | -1.8
CCCn1nc2cc(C(=O)NCc3ccc(OC)cc3)ccc2c1OCC | 1.5 | 1.4 | 0.0 | -0.7 | 1.4 | -0.4 | -153.2 | 0.2 | 1.8 | i | 0.6
O=C(CCCc1ccccc1)NCCc1ccc(F)cc1 | -1.8 | 2.6 | 1.8 | 0.0 | 1.8 | -3.2 | -1.1 | 0.2 | 2.1 | 6.7 | 2.4
Cc1ccc(S(=O)(=O)N2CCN(C(=O)COC(=O)C3CCC3)CC2)cc1 | 3.0 | -1.4 | 0.2 | -0.7 | -1.1 | -0.8 | -0.9 | 1.3 | 0.0 | 0.7 | 2.0
CC(C)(C)OC(=O)N1CCCC(C(=O)Nc2cccc(C(=O)N3CCCC3)c2)C1 (configuration not stated) | -0.8 | -1.9 | 0.4 | -1.1 | 0.2 | -0.2 | -2.0 | 0.4 | -1.7 | -2.9 | 0.0
COC(=O)c1ccccc1NC(=O)Nc1cnccn1 | 5.0 | -1.2 | -1.9 | -0.5 | 0.5 | 1.3 | -0.1 | 0.0 | -0.9 | 4.5 | -1.8
C/C(=N\NC(=O)CNC(=O)c1ccc(Br)cc1)c1ccco1 | 3.5 | 4.6 | -1.1 | -1.3 | -0.1 | 0.9 | -2.6 | -0.5 | -1.0 | -1.8 | 0.3
Cc1cc(C)c(C(=O)COC(=O)CCNS(=O)(=O)c2c(Cl)cccc2Cl)cc1C | -7.7 | -2.5 | -2.8 | -1.2 | -0.1 | 1.6 | 7.7 | 0.5 | -0.7 | 12.3 | -2.8
Cc1ccc([N+](=O)[O-])c(OCCN2CCc3ccccc3C2)c1 | 4.6 | -0.6 | 0.6 | -1.2 | -1.2 | -0.6 | -3.3 | 0.0 | -0.6 | 0.9 | 0.7
CCOc1cc(/C=C2\CCCC(C(=O)C(F)(F)F)=C2O)ccc1O | -3.4 | 6.7 | -2.4 | -0.9 | 1.1 | 0.6 | 2.2 | 3.7* | -0.7 | -8.9 | -0.1
COC(=O)c1ccc(COC(=O)c2ccc(CS(=O)(=O)c3ccc(C)cc3)cc2)cc1 | -1.0 | 2.6 | -1.3 | -1.0 | 1.0 | -1.2 | 0.8 | 0.0 | -1.6 | 4.2 | 2.8
COc1ccc(C2Nc3ccccc3C(=O)N2c2ccc(C)cc2)cc1Cn1nnc2ccccc21 (configuration not stated) | -0.6 | 3.3 | 6.7 | -0.5 | -0.7 | -1.6 | -8.6 | 1.7 | -0.9 | -23.7 | 1.6
O=C(/C=C/c1cccc(F)c1)Nc1cc(S(=O)(=O)N2CCOCC2)ccc1Cl | 12.7 | -6.2 | -0.8 | -2.1 | -2.8 | -0.5 | 1.5 | -1.9 | -2.2 | 4.0 | 0.5
Cc1nc2ccccc2n1CC(=O)OCC(=O)NCCc1ccccc1 | -2.9 | -1.4 | -1.6 | 0.1 | 0.4 | -0.1 | 1.7 | 0.5 | -0.6 | 7.1 | -0.6
Cc1ccc(S(=O)(=O)Nc2cc(C(F)(F)F)ccc2N2CCOCC2)cc1C | -6.5 | -1.6 | -2.0 | -0.9 | -0.1 | -1.1 | 1.6 | 0.5 | -0.4 | 8.0 | 4.3
COc1ccc(-c2ccc(CCC(=O)O)n2NC(=O)c2ccc(C(C)(C)C)cc2)cc1 | -0.6 | 0.7 | 0.1 | -1.1 | -1.0 | -0.4 | -2.3 | -0.3 | -1.3 | -2.3 | 2.9
CN(C)c1ncnc(N(C)C)c1[N+](=O)[O-] | 5.8 | 1.5 | -2.2 | -1.2 | 0.8 | -0.5 | -3.3 | -0.1 | 0.8 | 5.0 | 0.9
COc1ccc(C2=NN3C(C2)c2ccccc2OC3c2cccs2)cc1 (configuration not stated) | -4.0 | 23.3* | 3.4 | 0.1 | 2.2 | 1.1 | -283.6 | 4.5* | 7.9* | i | 4.8
O=C(NCc1ccccc1)NC1CCCCC1 | -0.3 | 2.3 | 1.4 | -0.6 | 0.3 | 0.0 | -3.1 | 1.1 | 1.8 | -4.7 | 4.5
COc1ccc(C2C3(C#N)C(N)=NC(OC)(OC)C23C#N)cc1 (configuration not stated) | 1.8 | -4.4 | -1.1 | -1.2 | -0.6 | -2.5 | -32.8 | 0.7 | -0.6 | -102.3 | 0.0
